SRC3 inh: human NCOA3 inhibition; Q9Y6Q9; HEK293 GAL4-SRC3 luciferase reporter, luminescence; inhibition, % at 3.6 µM; 0.17% of 360,000 active; AID 588352;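 active = inhibition above a per-campaign cutoff, the mean of all compounds plus 3 SD, cut at about 60% in these data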;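 note: 0% = DMSO-treated cells and 100% = gossypol-treated cells at 36 µM; higher means less SRC3-driven luciferase light from the GAL4 reporter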
NOD2 RIPK2 PPI: inhibitors of human NOD2-RIPK2 interaction | AID 624267 | inhibition, % at 4.98 µM | CHO BLA complementation NOD2-RIPK2, CCF4 ratio | 0.38% of 360,000 active | O43353; in the data active = inhibition above about 21%;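 note: 0% = vehicle only and 100% = reference blocker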
Target sequence (O43353 whole entry, looked up): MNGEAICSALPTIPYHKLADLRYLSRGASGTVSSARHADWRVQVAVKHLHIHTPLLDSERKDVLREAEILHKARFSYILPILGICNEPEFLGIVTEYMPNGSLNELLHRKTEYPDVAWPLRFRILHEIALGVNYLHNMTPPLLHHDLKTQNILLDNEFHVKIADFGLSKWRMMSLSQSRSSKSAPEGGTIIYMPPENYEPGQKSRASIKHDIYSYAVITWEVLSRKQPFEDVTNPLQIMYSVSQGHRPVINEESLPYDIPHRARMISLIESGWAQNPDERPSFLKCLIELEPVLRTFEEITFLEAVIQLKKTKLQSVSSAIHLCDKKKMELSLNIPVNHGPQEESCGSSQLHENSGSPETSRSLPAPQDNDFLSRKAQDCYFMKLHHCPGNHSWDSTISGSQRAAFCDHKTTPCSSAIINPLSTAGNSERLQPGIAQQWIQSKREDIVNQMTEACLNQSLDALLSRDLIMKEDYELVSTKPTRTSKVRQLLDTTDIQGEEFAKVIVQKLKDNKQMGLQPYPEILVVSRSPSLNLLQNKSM
SRC1 inh: human NCOA1 inhibition. Q15788. HEK293 GAL4-SRC1 luciferase reporter, luminescence. inhibition, % at 3.6 µM. 0.12% of 360,000 active;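 active = inhibition above the campaign mean plus 3 SD, with each screening campaign given its own cutoff, cut at about 60% in these data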;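 note: 0% = DMSO treated cells and 100% = gossypol at 36 µM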
C8 TRAIL sens: sensitizes caspase-8 expressing cells to TRAIL; AID 624354; 1% of 360,000 active; NB7+C8 cells + TRAIL, ATPlite viability luminescence; inhibition (viability loss, TRAIL sensitization), % at 10 µM;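 active = compounds causing at least 50% loss of cell viability in the single-dose screen, relative to plate controls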
Vif imaging: inhibitors of HIV Vif; HEK293T cells, Vif self-association by quenched fluorescence, imaging, 24 h; inhibition, % at 7.49 µM; 0.35% of 340,000 active; AID 602346; in the data active = inhibition above about 50%, passing the limit was not always enough; note: some results filed as inactive read as strong as hits
TROY NFkB inh: blocks TROY-dependent signaling in reporter cells | Q293 LMP1-TROYcd NF-kB luciferase reporter, 4 h | inhibition, % at 10 µM | 0.98% of 360,000 active | AID 1347056;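 active = compounds whose plate-normalised and pattern-corrected inhibition of the luciferase reporter signal at the single screening dose is 50% or more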
NR2F2 inh: inhibitors of human COUP-TFII (NR2F2). 0.7% of 370,000 active. P24468. inhibition, % at 8.6 µM. HEK293T NGFI-A luciferase reporter, luminescence. AID 686940;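 active = inhibition above a per-plate cutoff, mean inhibition of test wells between control levels plus 3 SD, cut at about 38% in these data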;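 note: cells cotransfected with COUP-TFII expression vector driving the NGFI-A reporter; 0% = median of COUP-TF2 test wells and 100% = reporter-only cells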
NR5A2 inv ag: NR5A2 inverse agonism in reporter assay. inhibition, % at 3.6 µM. HEK293T StAR-luciferase reporter, LRH-1 transfected, 24 h. 0.13% of 360,000 active;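 active = inhibition above the mean inhibition of all tested compounds plus 3 SD, cut at about 73% in these data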;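 note: 0% = DMSO wells and 100% = reporter-only cells lacking LRH-1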
Target sequence (O00482 whole entry, looked up): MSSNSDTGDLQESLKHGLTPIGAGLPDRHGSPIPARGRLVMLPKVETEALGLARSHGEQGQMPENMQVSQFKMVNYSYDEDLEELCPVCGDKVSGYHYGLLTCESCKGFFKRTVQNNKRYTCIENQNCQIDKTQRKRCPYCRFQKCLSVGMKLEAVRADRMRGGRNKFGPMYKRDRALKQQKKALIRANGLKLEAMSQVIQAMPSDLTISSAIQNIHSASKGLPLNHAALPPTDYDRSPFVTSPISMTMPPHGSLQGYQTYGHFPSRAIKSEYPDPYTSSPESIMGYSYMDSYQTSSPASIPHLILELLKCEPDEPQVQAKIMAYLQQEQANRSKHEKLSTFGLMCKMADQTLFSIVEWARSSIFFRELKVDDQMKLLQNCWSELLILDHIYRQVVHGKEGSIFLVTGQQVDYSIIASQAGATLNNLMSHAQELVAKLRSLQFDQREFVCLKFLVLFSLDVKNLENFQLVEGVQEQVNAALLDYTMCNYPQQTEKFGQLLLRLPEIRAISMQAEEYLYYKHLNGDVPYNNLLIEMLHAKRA
TLR9-MyD88 inh: inhibitors of human TLR9-MyD88 binding. Q9NR96+Q99836. inhibition, % at 4.98 µM. 0.21% of 340,000 active. CHO BLA complementation TLR9-MyD88, CCF4 FRET ratio. AID 504734;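 active = inhibition above the mean over all tested compounds plus 3 SD, cut at about 21% in these data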;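 note: 0% = DMSO only wells and 100% = clavulanate BLA inhibitor control wells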
SRC2 inh: inhibits human steroid receptor coactivator 2; inhibition, % at 9 µM; 0.17% of 370,000 active; HEK293 GAL4-SRC2 luciferase reporter, luminescence; Q15596;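 active = inhibition above the mean inhibition of all tested compounds plus 3 SD, set per campaign, cut at about 52% in these data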;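 note: 0% = DMSO treated cells and 100% = cells given Gossypol at 36 µM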
EBV LMP1 NFkB: reduces LMP1-driven NF-kappaB luciferase signal; inhibition, % at 12.5 µM; LMP1-induced NF-kappaB luciferase reporter cells, luminescence; 0.69% of 350,000 active; in the data active = inhibition above about 41%;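 note: 0% = neutral control wells and 100% = reference inhibitor control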
* hit, by the source's call; · = no result given. These rows are one share of the data; the hit share may differ from the screen's.

SMILES	SRC3 inh	NOD2 RIPK2 PPI	SRC1 inh	C8 TRAIL sens	Vif imaging	TROY NFkB inh	NR2F2 inh	NR5A2 inv ag	TLR9-MyD88 inh	SRC2 inh	EBV LMP1 NFkB
COCCNS(=O)(=O)c1cccc2cccnc12	6	-2	-4	2	7	2	-7	-4	-10	-22	9
O=C(CN1CCN(C(=O)CCC(=O)N2CCC(c3ccccc3)=N2)CC1)Nc1ccc(F)cc1	11	-6	-41	17	-12	-1	-24	7	0	0	1
Cc1ccc[n+](C(C)C(=O)Nc2ccc(C)c(C)c2)c1 (stereo unspecified)	10	-3	-48	-12	-1	13	-9	4	-4	-17	4
O=C(Nc1cccnc1)c1cnn2cccnc12	-10	-1	5	14	5	-15	-6	13	-1	-15	-13
COCCNC(=S)NC1CC2CCC(C1)N2Cc1ccccc1 (stereo unspecified)	7	12	-17	0	-3	-20	1	3	4	-17	-5
O=C(COc1cccnc1[N+](=O)[O-])NCCc1ccccc1	-6	9	-41	-9	2	2	12	4	2	-37	-1
Clc1ccc(Nc2ccccc2)nn1	10	-17	-3	-17	14	-12	-3	-5	-6	-1	-8
CCOP(=O)(OCC)c1nc(-c2ccc(Br)cc2)oc1N1CCCCC1	12	-4	-4	7	-11	-3	2	-7	-3	10	8
O=C(CN1CCN(C/C=C/c2ccccc2)CC1)Nc1ccc(F)cc1F	14	-14	-10	8	6	8	-2	-2	6	10	2
CCOC(=O)c1ccc(NS(=O)(=O)c2c(N)[nH]c(=O)[nH]c2=O)cc1	-4	-4	-30	-13	-7	1	-13	3	4	3	-6
Cc1ccc(S(=O)(=O)CCC(=O)NCCN2C(=O)S/C(=C\c3ccccc3)C2=O)cc1	-2	-5	6	4	-12	-39	-5	5	-3	8	-9
CC(Oc1ccc(Br)cc1)C(=O)Nc1ccc(S(=O)(=O)Nc2nccs2)cc1 (stereo unspecified)	7	-17	10	13	9	13	6	-12	-12	3	2
Cc1cc(C(=O)CCC(=O)N2CCN(c3ccccc3)CC2)c(C)s1	-1	1	13	-4	4	-6	-6	-10	1	-23	-2
COc1ccc(C2CC(=O)C3=C(C2)NC(C)=C(C(=O)Nc2ccccc2C)C3c2coc3ccc(C)cc3c2=O)cc1OC (stereo unspecified)	14	6	-12	-3	-4	10	12	-22	-1	3	8
Cc1c(Cl)cccc1Nc1ccccc1C(=O)O	6	-12	-8	9	2	2	-7	-7	3	-30	-9
COc1cc(-c2n[nH]c(=S)n2Cc2ccccc2)cc(OC)c1OC	11	4	8	-5	-2	5	-7	6	9	6	14
CCOc1c(Br)cc(CNc2ccc(N3CCN(C(C)=O)CC3)cc2)cc1OC	-15	1	5	-4	-5	37	29	8	0	29	-12
COc1ccc(NC(=S)NCc2ccccn2)cc1OC	21	4	-18	-12	-2	-21	-15	-6	-3	-13	-3
CCc1nnc(NC(=O)C2CCCN(S(=O)(=O)c3ccc(OC)cc3)C2)s1 (stereo unspecified)	-4	-8	9	-14	-4	5	-12	15	1	3	1
O=C(C(=O)N(C1CCCCC1)C1CCCCC1)c1ccccc1	·	1	·	-5	·	·	25	12	·	0	·
COc1cc(OC)cc(C(=O)N2CCN(c3ccccn3)CC2)c1	-20	-4	-6	-13	2	-7	5	4	3	-7	-8
O=C(/C=C/c1ccc(Br)cc1)c1ccco1	11	-4	-7	-1	-2	1	9	-12	-8	-36	-6
C=C(C)CNC(=S)NNC(=O)c1ccncc1	-11	2	-16	-4	-5	-9	-6	3	3	-1	-1
Cc1ccc(CS(=O)(=O)c2cn(CC(=O)N3CCOCC3)c3ccccc23)cc1	-28	-8	-6	-28	-3	-17	-8	-29	-6	-18	-2
COC(=O)c1ccc(C(=O)OC)c(NC(=S)N2CC(C)CC(C)C2)c1 (stereo unspecified)	-7	3	3	-3	·	-4	-22	-4	-2	-9	-3

13 compounds out of the list, ordered by formula weight, ascending.
SMILES	SRC3 inh	NOD2 RIPK2 PPI	SRC1 inh	C8 TRAIL sens	Vif imaging	TROY NFkB inh	NR2F2 inh	NR5A2 inv ag	TLR9-MyD88 inh	SRC2 inh	EBV LMP1 NFkB
O=C(Nc1cccnc1)c1cnn2cccnc12	-10	-1	5	14	5	-15	-6	13	-1	-15	-13
Cc1c(Cl)cccc1Nc1ccccc1C(=O)O	6	-12	-8	9	2	2	-7	-7	3	-30	-9
Cc1ccc[n+](C(C)C(=O)Nc2ccc(C)c(C)c2)c1 (stereo unspecified)	10	-3	-48	-12	-1	13	-9	4	-4	-17	4
O=C(/C=C/c1ccc(Br)cc1)c1ccco1	11	-4	-7	-1	-2	1	9	-12	-8	-36	-6
COCCNC(=S)NC1CC2CCC(C1)N2Cc1ccccc1 (stereo unspecified)	7	12	-17	0	-3	-20	1	3	4	-17	-5
CCOC(=O)c1ccc(NS(=O)(=O)c2c(N)[nH]c(=O)[nH]c2=O)cc1	-4	-4	-30	-13	-7	1	-13	3	4	3	-6
COc1cc(-c2n[nH]c(=S)n2Cc2ccccc2)cc(OC)c1OC	11	4	8	-5	-2	5	-7	6	9	6	14
O=C(CN1CCN(C/C=C/c2ccccc2)CC1)Nc1ccc(F)cc1F	14	-14	-10	8	6	8	-2	-2	6	10	2
Cc1ccc(CS(=O)(=O)c2cn(CC(=O)N3CCOCC3)c3ccccc23)cc1	-28	-8	-6	-28	-3	-17	-8	-29	-6	-18	-2
Cc1ccc(S(=O)(=O)CCC(=O)NCCN2C(=O)S/C(=C\c3ccccc3)C2=O)cc1	-2	-5	6	4	-12	-39	-5	5	-3	8	-9
CCOc1c(Br)cc(CNc2ccc(N3CCN(C(C)=O)CC3)cc2)cc1OC	-15	1	5	-4	-5	37	29	8	0	29	-12
O=C(CN1CCN(C(=O)CCC(=O)N2CCC(c3ccccc3)=N2)CC1)Nc1ccc(F)cc1	11	-6	-41	17	-12	-1	-24	7	0	0	1
CC(Oc1ccc(Br)cc1)C(=O)Nc1ccc(S(=O)(=O)Nc2nccs2)cc1 (stereo unspecified)	7	-17	10	13	9	13	6	-12	-12	3	2

More records follow.
SMILES	SRC3 inh	NOD2 RIPK2 PPI	SRC1 inh	C8 TRAIL sens	Vif imaging	TROY NFkB inh	NR2F2 inh	NR5A2 inv ag	TLR9-MyD88 inh	SRC2 inh	EBV LMP1 NFkB
Cc1nn(C)c(C(=O)NCc2ccc(Cl)cc2)c1Cl	26	-1	21	29	-15	27	61*	40	12	18	22
CC(=O)N=C1SC2CS(=O)(=O)CC2N1c1c(Cl)cccc1Cl (stereo unspecified)	16	2	0	-14	-14	9	-6	1	-14	-21	-3
CCCCn1c(N)c(Sc2ccc([N+](=O)[O-])cc2)c(=O)[nH]c1=O	6	6	2	10	5	-12	10	18	0	-2	4
CCC(=O)N1CCN(c2ccc(NC(=O)c3ccc([N+](=O)[O-])o3)cc2)CC1	11	8	5	43	73*	-15	-42	45	-6	8	-1
O=C(CN1CCN(c2ccc(Cl)cc2[N+](=O)[O-])CC1)N1CCOCC1	9	-11	-2	-6	-5	-4	-15	12	13	-20	-4
Cc1ccccc1-c1nc(CS(=O)(=O)CC(=O)NC2CCCC2)c(C)o1	-8	-3	24	9	10	-10	3	-12	-1	5	10
O=C(O)C1CCCN1C(=O)OCc1ccccc1 (stereo unspecified)	9	4	0	-6	0	18	-1	12	-3	16	6
COc1ccccc1NC(=O)NNC(=O)c1ccc2ccccc2c1	0	-5	-40	-11	-3	-24	8	-19	-4	-12	-3
O=C(NN1C(=O)C2C3c4ccccc4C(c4ccccc43)[C@@H]2C1=O)c1ccccc1 (stereo partly specified)	5	-4	-39	-7	4	-23	-2	1	5	22	-1
CCN1C(=O)N[C@@H](c2cccc(C(F)(F)F)c2)[C@H](C(=O)OC)[C@H]1C	3	3	-1	6	0	-20	-5	-3	-7	5	2
COc1ccc(C(=O)N2CCOCC2c2cc(C(=O)NCc3ccccc3)no2)cc1 (stereo unspecified)	10	-6	5	-1	0	2	-13	10	·	-8	·
Cc1ccc(OCC(=O)Nc2ccc(-c3nc4ncccc4o3)cc2)cc1	2	-7	2	6	3	-37	1	5	5	12	-27
COc1cc(CC(=O)Nc2ccc(S(=O)(=O)Nc3ncccn3)cc2)cc(OC)c1OC	0	-6	-1	16	-1	-7	-5	-17	0	-9	-12
O=C(CSc1nccc(=O)[nH]1)Nc1ccc(F)c([N+](=O)[O-])c1	6	-4	-12	1	-2	6	10	-4	-7	-10	3
COC(=O)c1c(N=CN(C)C)c(C#N)c2n1CCCC2	-6	-2	-16	-5	-16	-6	6	17	6	-14	1
O=C(Nn1c(-c2ccc(Br)cc2)nc2ccccc2c1=O)c1cccnc1	0	6	13	-8	18	-10	3	-12	-1	-8	-6
O=C(CN(Cc1ccccc1)C(=O)CCC(=O)Nc1ccccn1)NCc1ccco1	-31	2	-2	-12	-10	-9	3	-1	4	-11	7
CCCCCCCNC(=O)C1(CC2CC(c3ccccc3)=NO2)CCNCC1 (stereo unspecified)	0	-4	8	-3	3	-17	4	-4	15	-8	-1
O=C(CCNS(=O)(=O)c1ccc(Br)s1)NCc1ccccc1	2	5	1	6	1	-7	-2	0	1	-1	-4
CCS(=O)(=O)n1nc(-c2ccccc2)cc1N	6	0	6	8	16	-3	5	-4	3	13	5
CCCCn1nc(C(=O)Nc2cc(S(=O)(=O)N(C)C)ccc2C)c2ccccc2c1=O	-10	-9	-17	16	-5	-1	21	7	-48	23	3
COc1cnc(-c2ccccn2)nc1Oc1c(C)cccc1C	7	6	-13	0	-7	6	16	-10	8	10	6
Cc1cccc(C(=O)NC(NCc2ccco2)C(Cl)(Cl)Cl)c1 (stereo unspecified)	20	2	-11	-22	-6	-8	7	-19	-10	-6	3
CCn1c(COc2ccc(C(C)C)cc2)nnc1SCC(=O)Nc1nccs1	-1	-5	-9	16	-14	1	15	0	-9	4	-4
O=C(CC1SC(N2CCCC2)=NC1=O)Nc1ccc(C(=O)Nc2ccccc2)cc1 (stereo unspecified)	10	1	4	-6	-15	-7	3	-11	4	-31	-3
O=C(NCC1CCCN1S(=O)(=O)c1cccs1)c1ccc(F)cc1 (stereo unspecified)	1	-5	3	-9	-1	-14	-13	-1	-1	4	-5
O=C(NCc1ccco1)c1ccc(Cn2c(=S)[nH]c3ccccc3c2=O)cc1	5	0	-4	-26	-6	3	12	11	-1	15	8
Cc1ccccc1C(=O)Nc1nc2n(n1)C(c1ccccc1)CC(=O)N2 (stereo unspecified)	4	-1	-13	-13	-9	-3	-3	0	0	-4	-2
CC(=O)Nc1ccc(-c2ccc(NC(C)=O)cc2)cc1	-22	-3	-25	3	-8	-23	-22	-23	-6	0	37
O=C(CN1C(=O)c2ccccc2C1=O)NN1C(=O)c2ccccc2C1=O	8	-1	0	-3	0	-9	-5	1	7	0	-4

Source: PubChem BioAssay (several laboratories)
